Compound activity from PubChem BioAssay.
CAL PDZ FP-1 – untagged CAL PDZ binding inhibitors, primary screen, biochemical, fluorescence polarization, HTS; Golgi-associated PDZ and coiled-coil motif-containing protein (Homo sapiens), Q9HD26; actives 0.92% (n = 300,000); AID 602252, 2012; inhibition, % at 24.9 µM; purified CAL PDZ, TMR-peptide fluorescence polarization, 1 h;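 active means mean inhibition of at least 30% with at least half of replicates also reaching 30%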;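 further: 0% = DMSO neutral control and 100% = excess unlabeled competitor peptide PRC23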
Pemphigus Ab inh – inhibitors of pemphigus antibody binding to DSG3, primary screen, biochemical, bead-based, flow cytometry, scFv-GFP. actives 0.48% (n = 310,000). binding (percent of control), % at 10 µM. DSG3-coupled beads, scFv-anti-DSG3-GFP binding; active compounds read low;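 active means binding more than 3 SD below its plate's average and above zero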;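 further: hits lower antibody fragment binding to DSG3; some compounds called inactive have numbers as strong as hits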
Keap1 Nrf2 FP – Keap1-Nrf2 protein-protein interaction inhibitors, primary screen, biochemical, fluorescence polarization, single point; Kelch-like ECH-associated protein 1 (Homo sapiens), Q14145; Keap1 Kelch-Nrf2 peptide fluorescence polarization, 1536-well; inhibition, % at 9.4 µM; actives 0.15% (n = 340,000); AID 504523, 2011; in the data active means inhibition above about 12%;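 further: human Keap1 Kelch domain with fluorescein labeled Nrf2 9mer peptide probe; 0% = neutral control wells and 100% = peptide positive control; higher means more block of Keap1 binding to Nrf2 peptide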
Target sequence (Q14145 whole entry, looked up, the tested form may be a part): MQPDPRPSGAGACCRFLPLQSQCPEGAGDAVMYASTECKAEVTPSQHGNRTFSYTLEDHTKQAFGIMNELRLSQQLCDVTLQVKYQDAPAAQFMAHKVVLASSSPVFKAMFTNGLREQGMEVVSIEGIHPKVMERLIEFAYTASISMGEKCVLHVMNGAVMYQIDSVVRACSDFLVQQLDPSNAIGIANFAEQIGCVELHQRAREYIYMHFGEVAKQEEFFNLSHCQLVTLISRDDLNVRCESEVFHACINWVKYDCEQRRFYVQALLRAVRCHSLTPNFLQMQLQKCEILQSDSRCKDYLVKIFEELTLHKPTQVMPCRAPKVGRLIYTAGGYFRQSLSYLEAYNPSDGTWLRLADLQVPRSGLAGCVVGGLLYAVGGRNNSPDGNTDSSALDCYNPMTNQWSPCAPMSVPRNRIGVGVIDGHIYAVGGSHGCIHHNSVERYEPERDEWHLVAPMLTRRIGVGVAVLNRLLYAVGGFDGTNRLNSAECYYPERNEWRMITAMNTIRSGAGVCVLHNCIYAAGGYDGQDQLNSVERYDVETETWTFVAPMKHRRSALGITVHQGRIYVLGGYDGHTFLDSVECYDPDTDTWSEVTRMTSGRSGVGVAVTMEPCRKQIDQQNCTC
DAGLB inhibitor – DAGLB lipase inhibitors, primary screen, biochemical, fluorescence, HTS | HEK293T DAGLB membrane lysate, EnzChek fluorogenic substrate | inhibition, % at 5.17 µM | actives 0.059% (n = 340,000) | AID 504411, 2011; in the data active means inhibition above about 34%;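 further: 0% = enzyme with vehicle and 100% = wells lacking enzyme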
NSD2 inh – NSD2 histone methyltransferase inhibitors, primary screen, biochemical, AlphaScreen, single concentration, set 2; NSD2 peptide methylation, 120 min; inhibition, % at 12.5 µM; actives 0.54% (n = 310,000); in the data active means inhibition above about 50%
Arrestin-AP2 inh – inhibitors of beta-arrestin/AP2 binding, primary screen, biochemical, GPCR trafficking, flow cytometry. beta-arrestin 1 C-terminal peptide binding to AP2 beta2-adaptin appendage (human). FITC-arrestin peptide / GST-AP2 beads; AP2 beta2 appendage carries R879A mutation. inhibition, % at 10 µM. actives 0.31% (n = 340,000);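 active means inhibition above a set limit, near 3 SD of compounds lacking own fluorescence, cut at about 54% in these data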;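 further: plate controls were DMSO wells for no effect and 5 µM unlabelled arrestin peptide for full effect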
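System: GST-AP2 R879A glutathione beads; medium: PBS, Tween 20 0.05%, BSA 0.1%; reagent: fluorescein-tagged arrestin peptide at 50 nM final; schedule: pre-incubation 12 min, peptide binding 1 h, room temperature; detection: flow cytometry, FL1 (488/535 nm); read-out: inhibition as reduced fluorescein signal on beads, percent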
RTF Ca sens inh – cardiac RTF calcium sensitivity inhibitors, primary screen, biochemical, IANBD-TnC fluorescence, EC70 calcium; AID 493244, 2011; Troponin I, cardiac muscle (Homo sapiens) + Troponin T, cardiac muscle (Homo sapiens) + …; actives 0.12% (n = 340,000); inhibition, % at 7.15 µM; IANBD-labeled cardiac RTF, Ca2+ fluorescence;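 active means inhibition above the mean inhibition of all tested compounds plus 3 SD, cut at about 17% in these data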;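 further: assay run at fixed EC70 calcium of 1.6 mM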
C-LANA FP – inhibitors of KSHV C-LANA binding to DNA, primary screen, biochemical, fluorescence polarization, FAM-LBS DNA, MBP-C-LANA, single point; inhibition, % at 9 µM; Kaposi's sarcoma herpesvirus LANA C-terminal domain (residues 932-1162) DNA binding; actives 0.078% (n = 340,000);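 active means highest replicate inhibition at or above 60% at 9 µM, even if other replicates fall short; inactive means all replicates below 60% inhibition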;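 further: 0% = neutral control wells and 100% = 4 µM acridine orange control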
V-ATPase pH – regulators of yeast V-ATPase proton pumping, primary screen, pHLuorin cytosolic pH fluorescence; response, % at 10 µM; S. cerevisiae; actives 0.37% (n = 350,000); AID 504577, 2011; in the data active means response mostly above about 7.3%, no sharp cut-off; inactive means mostly below about 5.4%; further: actives read high; inactives centre near 0; some compounds called inactive have numbers as strong as hits; reference of the scale not given here
CAL PDZ FP-2 – CAL PDZ peptide-binding inhibitors, primary screen, biochemical, fluorescence polarization, Cer-tagged CAL PDZ, HTS; Golgi-associated PDZ and coiled-coil motif-containing protein (Homo sapiens), Q9HD26; purified CAL PDZ, TMR-peptide fluorescence polarization, 1 h; inhibition, % at 20 µM; actives 0.02% (n = 330,000); AID 504414, 2011;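 active means highest replicate inhibition of at least 40%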;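 further: plate controls were DMSO neutral control wells for no effect and unlabeled competitor peptide control wells for full effect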
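Material: tagged CAL PDZ domain; buffer or medium: 25 mM sodium phosphate pH 7.4, 150 mM NaCl, TCEP, IgG, Thesit; compound dosing: single point, 20 µM; schedule: 1 h incubation at room temperature before polarization reading; measured by: FP readout, S and P plane fluorescence; read-out basis: percent inhibition from loss of millipolarization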
* marks the source's active call; other numbers are inactive results; . = no result given. An excerpt; rates above refer to the full screens.

SMILES	CAL PDZ FP-1	Pemphigus Ab inh	Keap1 Nrf2 FP	DAGLB inhibitor	NSD2 inh	Arrestin-AP2 inh	RTF Ca sens inh	C-LANA FP	V-ATPase pH	CAL PDZ FP-2
O=Cc1c(Sc2ccccc2)nc2ccccn2c1=O	-4	91	-1	0	3	-2	5	-0.5	1	-2.8
Cc1cccc(C)c1NC(=O)CNC(=O)c1cnccn1	9	93	-3	-1	-4	24	4	-0.3	5	-0.3
CCc1ccc(NC(=S)N(CCN2CCCCC2)Cc2ccco2)cc1	.	103	-3	-3	4	4	1	-1.4	-1	-1.9
COc1ccc(C(=O)N2CCCC(Nc3ccc(C)c(C)c3)C2)c(OC)n1 (centres undefined)	-4	120	-2	-1	3	4	2	-1.7	4	-0.8
CCn1cc([N+](=O)[O-])c(C(=O)N2N=C(c3ccc(O)c(OC)c3)CC2c2ccccc2O)n1 (centres undefined)	-4	117	-1	1	33	-1	1	-0.2	-3	-3.7
COc1ccccc1NS(=O)(=O)c1ccc2c(c1)n(C)c(=O)n2C	-1	107	1	1	.	23	-2	1.3	-2	-2.2
Cc1cccc(NC(=O)N2CCN(Cc3ccccc3)CC2)c1	-5	.	-3	0	-2	3	-7	-1.2	-1	-0.4
Cc1occc1-c1nnc(SCC(=O)NCc2cccs2)n1-c1ccc(F)cc1	1	101	-2	-1	4	8	3	-1.6	-1	-1.9
CCOC(=O)CCCn1ccc2cc(S(=O)(=O)N3CCCC3)ccc21	-1	97	-4	-1	-2	11	-10	0.8	0	0.1
O=C1N=c2ccccc2=C1c1sc(=S)n(CC2CCCO2)c1O (centres undefined)	-3	106	0	1	-4	12	-9	1.5	-4	-0.5
C/C(=N\O)c1ccc2c(c1)OCCO2	.	106	0	2	0	14	4	0.1	-1	-0.6
CSc1ccccc1NC(=O)CCn1c(=O)sc2ccccc21	-2	104	3	-3	5	-20	5	2.1	-3	-0.7
Cc1noc(C)c1C(=O)OCC(=O)C12CC3CC(CC(C3)C1)C2	-4	99	-4	-5	-1	41	8	0.0	2	-4.4
O=C(NCC1CCCO1)C(c1cccs1)N(C(=O)c1ccc(-c2ccccc2)[nH]1)C1CCCC1 (centres undefined)	-1	102	-2	-1	28	-4	1	-1.2	1	-2.5
CC1(C)CC(=O)C2=C(C1)OC(N)=C(C#N)C2c1ccccc1OC(=O)N1CCOCC1 (centres undefined)	-2	87	-1	0	-2	-10	4	0.4	5	-2.0
CC(C)c1ccc(-c2nc(N3CCOCC3)[nH]c(=O)c2C#N)cc1	0	104	0	2	1	-7	-4	0.9	-3	-3.9
COc1ccc(-c2c(C)c3ccc(O)cc3oc2=O)cc1OC	4	99	0	0	-3	-4	-2	-0.5	2	-2.0
CN(Cc1ccccc1)C(=O)c1cccc(NC(=O)Cc2ccc(NC(=O)C3CCCN(C(=O)C4CCCCC4)C3)cc2)c1 (centres undefined)	0	105	-1	-3	.	18	-1	-0.5	1	-1.7
CC(=O)c1cc(C(=O)N2CCc3c([nH]c4ccccc34)C2C2CCCCC2)[nH]n1 (centres undefined)	.	97	-4	-1	-2	-4	5	0.3	-3	-0.1
CC1CCCN(C(=O)c2cccc(S(=O)(=O)N3CCCc4ccccc43)c2)C1 (centres undefined)	4	100	0	-2	-3	27	4	1.9	3	-2.4
CSc1nnc(CCNS(=O)(=O)c2ccc(Br)cc2)n1C	-9	102	-4	-1	1	-1	-9	-1.3	4	-2.2
Cc1cc(NC(=O)c2ccc(Br)c([N+](=O)[O-])c2)no1	.	.	-4	0	3	-5	-2	-0.9	0	-0.8
O=C(Cn1c(=O)oc2ccccc21)NCC1COc2ccccc2O1 (centres undefined)	-5	99	8	-4	0	-14	-2	-0.3	3	-0.8
CCCCOc1ccc(C(=O)NCC(=O)NCC(c2ccc(OC)cc2)N2CCCC2)cc1 (centres undefined)	-10	110	-4	-2	3	-1	-4	1.2	4	-0.1
CCOc1nc(Oc2cccc(C(=O)O)c2)nc(Oc2cccc(C(=O)O)c2)n1	-1	106	1	-1	-1	-4	-2	1.2	-4	-0.5
CCC(CC)C(=O)Nc1cc(C)cc(C)c1	-25	.	1	2	0	28	3	0.0	-9	-1.3
Cc1ccc(-n2ncc3c(=O)[nH]c(SCC(=O)N4CCN(c5ccccc5)CC4)nc32)cc1	-4	-32*	-6	2	0	11	-2	-1.7	3	.
S=C(NCCCc1ccccc1)NCc1ccccc1	-5	117	4	-4	36	19	-2	-1.1	1	-3.8
COc1ccc(-c2nnn(Cc3nc(N)nc(N4CCOCC4)n3)n2)cc1OC	-1	118	-2	-1	-1	-4	-1	-1.4	-1	-0.3
Cn1c(CCNC(=O)c2ccco2)nc2cc([N+](=O)[O-])ccc21	-4	103	-1	0	-2	3	-3	-0.5	-1	-2.0
CNS(=O)(=O)c1cn(CC(=O)N(C)Cc2ccccc2)cc1S(=O)(=O)NC	-1	96	1	-1	0	10	4	0.8	-2	-0.7
COCC(=O)NNS(=O)(=O)c1ccccc1[N+](=O)[O-]	-3	102	-4	0	5	12	-4	3.0	-4	0.3
CCC(C)(C)n1nnnc1C(c1ccc2ncccc2c1)N1CCN2CCCC2C1 (centres undefined)	2	106	-4	-3	.	-16	1	-1.3	-1	-3.4
Cc1cc(C)n(-c2ccc3nnc(C)n3n2)n1	-2	107	-1	0	-2	4	-5	0.4	-1	0.0
CCCCCCCCCC[n+]1cccc(C(=O)N(CC)CC)c1	-1	83	-3	-1	-1	6	13	1.1	-7	-2.0
CCOC(=O)C1CCN(c2c(NCc3ccc(C(=O)NCCOC)cc3)c(=O)c2=O)CC1	2	102	-1	1	.	-1	-7	0.1	3	-1.3
COC(=O)[C@@H]1[C@H](CCc2ccccc2)NC(=O)N(Cc2ccccc2)[C@@H]1C	-2	105	2	4	.	-7	-14	-0.3	1	-0.8
N#CC(Sc1ccccn1)c1ccc(Cl)cc1 (centres undefined)	-2	105	-1	-4	-2	-24	-11	-0.2	1	0.0
Cc1ccn2c(CNC(C)c3cn(C)nc3C)c(C(=O)N3CCCCCC3)nc2c1 (centres undefined)	1	104	1	1	1	1	-5	1.9	3	0.2
O=C(N/N=C/c1cccc(C(F)(F)F)c1)c1ccc(O)cc1	-4	94	1	-4	-2	36	0	0.3	0	-1.5
CC(C)(C)S(=O)(=O)/C(C#N)=N/Nc1ccc(C#N)cc1	0	112	-3	3	-2	2	-3	-0.1	-3	-0.6
CCOC(=O)c1c(CN2CCOCC2)n(-c2ccccc2)c2cc(Br)c(OC)cc12	-5	.	2	-11	8	16	-2	1.2	-2	-1.6
Cc1ccc(-c2nn(CCC(=O)NC(C)C)c(=O)c3ccccc23)cc1	1	102	1	-1	-2	35	2	-1.4	6	-0.9
O=C(Nc1ccccc1SC(=O)c1ccccc1)c1ccccc1	.	104	.	-2	1	.	.	.	-2	.
Cc1c(C(=O)NC(=S)Nc2ccc(NC(=O)c3cccs3)cc2)oc2ccccc12	-2	92	5	1	2	-8	-13	-0.7	-4	-0.7
CCc1c(C)nc2c(-c3ccccc3)c(C)nn2c1Nc1ccc(NC(C)=O)cc1	.	101	0	.	-10	9	.	0.1	-4	-1.5
Cc1ccc2cc(COC(=O)c3cccc([N+](=O)[O-])c3)c(=O)[nH]c2c1	-3	95	-7	-1	-2	-4	-5	1.6	-4	-1.2
CN1OC[C@@H]2CN(C(=O)CCc3ccccc3)[C@H](c3cccc(Oc4ccccc4)c3)C[C@@H]21	-1	99	-5	2	.	-1	-7	-1.1	0	-6.6
CC(C)NC(=O)N1CCN(c2ccncc2S(=O)(=O)N2CCCCC2)CC1	-5	107	-1	1	0	-7	-4	0.9	2	-1.3
C[C@H]1[C@@H](c2ccccc2)Oc2ccc(Cl)cc2S(=O)(=O)N1Cc1ccc(F)cc1F	-15	104	2	-13	.	0	-1	-0.2	2	-1.2

Remaining list, next part:
SMILES	CAL PDZ FP-1	Pemphigus Ab inh	Keap1 Nrf2 FP	DAGLB inhibitor	NSD2 inh	Arrestin-AP2 inh	RTF Ca sens inh	C-LANA FP	V-ATPase pH	CAL PDZ FP-2
CCN1CCN(C(=S)Nc2ccc3nc(N4CCN(C)CC4)cc(C)c3c2)CC1	.	112	-1	0	15	4	-8	-2.3	9	-0.6
NC(=O)c1oc2ccccc2c1NC(=O)C1CC(=O)N(c2ccccc2)C1 (centres undefined)	-2	97	-6	2	35	-6	1	-0.7	-1	-0.9
S=c1[nH]nc(COc2ccccc2)n1-c1ccc(Cl)cc1	-1	111	-6	5	-2	-9	-3	6.1	-6	0.2
COc1cccc(CNc2ncnc3cc(OC)c(OC)cc23)c1	-4	98	0	-2	1	-6	7	-0.6	-2	-2.3
O=C(O)c1ccccc1C(=O)N(Cc1ccccc1)Cc1ccccc1	-2	94	-1	1	0	26	0	-0.6	0	0.5
Cc1nn(CC(=O)NCC2CCCO2)c(C)c1[N+](=O)[O-] (centres undefined)	-5	91	-2	0	2	-7	-3	-0.6	5	-0.5
O=C(Nc1ccccc1N1CCOCC1)c1cc(Cl)c2c(c1)OCO2	-2	98	1	-8	1	0	1	-0.4	1	0.5
CO/N=C(\Cn1ncc(N2CCCC2)c(Cl)c1=O)c1ccc(Cl)cc1	4	124	0	-2	0	-10	-4	-0.1	-4	-1.3
Cc1ccc(CNC(=O)C2CCC(=O)N(CCc3ccc(Cl)cc3)C2)s1 (centres undefined)	-4	108	-1	0	2	-16	0	-0.4	3	-2.9

One compound at a time (already shown). Values in the order: CAL PDZ FP-1, Pemphigus Ab inh, Keap1 Nrf2 FP, DAGLB inhibitor, NSD2 inh, Arrestin-AP2 inh, RTF Ca sens inh, C-LANA FP, V-ATPase pH, CAL PDZ FP-2
CO/N=C(\Cn1ncc(N2CCCC2)c(Cl)c1=O)c1ccc(Cl)cc1 in the list: 4, 124, 0, -2, 0, -10, -4, -0.1, -4, -1.3
Cc1ccc(CNC(=O)C2CCC(=O)N(CCc3ccc(Cl)cc3)C2)s1 (centres undefined) in the list: -4, 108, -1, 0, 2, -16, 0, -0.4, 3, -2.9
